From PubChem BioAssay
M1AAP inhibition: P. falciparum M1AAP inhibitors, biochemical, fluorogenic H-Leu-NHMec substrate, 1536-well (AID 1445); one-dose inhibition, % at 30 µM; IC50 in µM for titrated hits; actives 0.42% (n = 220,000); Aminopeptidase N (Plasmodium falciparum (isolate 3D7)); recombinant M1AAP, H-Leu-NHMec fluorogenic kinetic assay; higher % means a stronger effect;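 active = primary inhibition above the hit cutoff, then over 50% inhibition at one or more dose response concentrations, cut at about 23% in these data, passing the limit was not always enough; inconclusive = conflicting primary data, or primary hits not chosen for dose response; inactive = low primary inhibition, or under 50% at every dose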;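 note: plate controls were DMSO full reaction for no effect and no enzyme background for full effect; strong numbers were not always called active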
Dynein cargo inh: inhibitors of GR-EGFP nuclear translocation, primary screen, dynein cargo transport inhibitor project, imaging, high-content, 3617.4 mouse cells; z-score, hits read low; AID 1381, 2008; actives 0.47% (n = 220,000); test concentration mostly 20 µM; stimulated with dexamethasone, 1 µM; active compounds read low;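 active = plate z-score of nuclear minus cytoplasmic receptor signal below a set negative limit, without overly bright fluorescence or cell loss, cut at about -3.5 in these data, passing the limit was not always enough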;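 note: z-score of nuclear minus cytoplasmic ring GR-EGFP intensity difference per well; some compounds called inactive have numbers as strong as hits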
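Buffer or medium: tet-free medium with charcoal-stripped serum / Also added: dexamethasone agonist, 1.0 µM final, for 30 min / Timing: induction 48 h, compound 1 h, agonist 30 min / Measured by: high-content fluorescence imaging after fixation / Read-out: nuclear-to-cytoplasmic GR-EGFP distribution per well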
ER stress rescue: rescue of cells from ER stress-induced death, primary screen, 384-well, CSM14.1, thapsigargin, ATP luminescence (AID 1222); CSM14.1 thapsigargin-induced death rescue, ATP luminescence; higher % means a stronger effect; 190,000 tested, under 10 active; cellular ATP content (survival), % at 20 µM; hits with a dose series show EC50 in µM;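 active = EC50 below 50 µM in the dose-response confirmation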;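 note: death triggered by thapsigargin at about 15 µM added after 2 h compound pretreatment; cell ATP read after overnight thapsigargin exposure of roughly 18 to 22 hours; normalized against plate controls of thapsigargin alone and 5% DMSO vehicle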
MT stabilize HCS: microtubule stabilizers in HeLa cells, primary screen, imaging, high-content imaging. HeLa tubulin immunostaining HCS, 24 h; share of cells brighter than vehicle mean+2SD. actives 0.83% (n = 200,000). AID 2205, 2009. % tubulin-high responders, % at 10 µM;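 active = plate Z-score above 3 for both tubulin-high and condensed-nucleus cell shares, with cell loss under 80%, at 10 µM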;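 note: anti alpha tubulin signal scored within the nucleus-defined area of each cell; some results filed as inactive read as strong as hits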
Ins promoter up: insulin promoter activators in MIN6 cells, imaging, high-content screening, mouse beta cells; actives 0.3% (n = 190,000); MIN6 insulin promoter-GFP reporter; active compounds read high; AID 1625, 2009; z-score at 5 µM;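 active = z-score above 3 at 5 µM with at least 500 cells counted in the well; inconclusive = wells under 500 cells, flagged as cytotoxic or low count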
K1F lysis inhibition: inhibition of K1F phage lysis, E. coli UTI89, bacterial capsule biogenesis inhibitors, alamar blue (AID 488966). actives 0.02% (n = 340,000). one-dose inhibition, % at 100 µM; IC50 in µM for titrated hits. E. coli UTI89 K1F phage lysis, alamar blue, 2 h; higher % means a stronger effect;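 active = phage lysis inhibition, versus mean bacterial control, above a set limit; inconclusive = no clear call, values can overlap the other calls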;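 note: capsule biogenesis inhibitors block K1F phage lysis so surviving cells raise fluorescence; higher fluorescence means more inhibition of phage lysis; actives were called in the ten point dose series up to 300 µM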
M17LAP inhibition: P. falciparum M17LAP inhibitors, primary screen, biochemical, fluorogenic H-Leu-NHMec substrate, 1536-well (AID 1619) | Leucine aminopeptidase (Plasmodium falciparum (isolate 3D7)) | recombinant M17LAP, H-Leu-NHMec fluorogenic kinetic assay; higher % means a stronger effect | inhibition, % at 30 µM, or IC50 in µM where a hit was titrated | actives 0.38% (n = 220,000);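 active = compound inhibiting the enzyme by more than half at any dose during confirmatory dose-response retesting; inconclusive = strong single-dose inhibitors picked by rank but not retested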;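 note: plate controls were full reaction with DMSO carrier for no effect and no enzyme background for full effect; strong numbers were not always called active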
Autophagy mod: autophagy modulators in MEF cells, primary screen, imaging, high-content, MEF GFP-LC3. MEF GFP-LC3 puncta imaging; test concentration mostly 10 µM. calls only at 10 µM (by protocol). actives 0.98% (n = 190,000). AID 463193, 2010;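 active = percentage of spot-positive cells more than 3 SD above its plate mean, without a fluorescence outlier flag or 80% toxicity; inconclusive = no clear call, values can overlap the other calls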;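 note: spot-positive cell cutoff set from DMSO-treated cells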
b-catenin transl: modulators of beta-catenin nuclear translocation, primary screen, imaging, HeLa cells, immunofluorescence, high-content. nuclear translocation activity, % at 5 µM. actives 0.3% (n = 190,000);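 active = nuclear translocation activity above 50% at 5 µM, with a well cell count of 50 or more; inconclusive = wells under 50 cells across six images, flagged as toxic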;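 note: per-cell ratio of nuclear to cytoplasmic median beta-catenin stain intensity; plate controls were DMSO negative control for no effect and GSK-3 inhibitor IX positive control for full effect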
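test system = HeLa cells, endogenous beta-catenin | dosing = single 5 µM dose plus 0.02–20 µM confirmation series | times = compound treatment 24 h, 37°C, 5% CO2 | technique = beta-catenin immunofluorescence imaging with DAPI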
Dynein cargo inh cytoplasmic EGFP: further read-out of Dynein cargo inh, marked with its call; z-score; measured here: cytoplasmic GR-EGFP intensity; active compounds read high
Dynein cargo inh nuclear GR-EGFP: second read-out of Dynein cargo inh, no call of its own (marks repeat the call); z-score; measured here: nuclear GR-EGFP intensity;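 lower value marks the stronger effect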
Dynein cargo inh cell count: also measured in Dynein cargo inh; calls as there; z-score; measured here: cell count per field
Ins promoter up cell count: recorded beside Ins promoter up, whose call it bears; cell count; measured here: cytotoxicity, nuclei count;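 total cells summed across four imaged fields per well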
b-catenin transl cell count 5 µM: also measured in b-catenin transl; calls as there; cell count; measured here: cell count, cytotoxicity flag
MT stabilize HCS Hoechst-high %: recorded beside MT stabilize HCS, whose call it bears; % Hoechst-high responders; measured here: nuclear condensation Hoechst responders;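 share of cells brighter than vehicle mean plus two SD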
MT stabilize HCS cytotoxicity %: second read-out of MT stabilize HCS, no call of its own (marks repeat the call); toxicity, %; measured here: cytotoxicity by cell density;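 0% = mean cell density of plate MIN control wells and 100% = no cells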
Autophagy mod cell loss 18 h: further read-out of Autophagy mod, marked with its call; toxicity, %; measured here: cell loss, nuclei count;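 cell loss after 18 h compound exposure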
* = called active by the depositor; i = inactive; ? = inconclusive; nt = no result given; [ ] = dose if it differs, or a comment.

SMILES	M1AAP inhibition	Dynein cargo inh	Dynein cargo inh cytoplasmic EGFP	Dynein cargo inh nuclear GR-EGFP	Dynein cargo inh cell count	ER stress rescue	MT stabilize HCS	MT stabilize HCS Hoechst-high %	MT stabilize HCS cytotoxicity %	Ins promoter up	Ins promoter up cell count	K1F lysis inhibition	M17LAP inhibition	Autophagy mod	Autophagy mod cell loss 18 h	b-catenin transl	b-catenin transl cell count 5 µM
CCOc1cc2c(cc1OCC)C(C(=O)O)C(c1ccc(OC)c(O)c1)N(C)C2=O (stereo unspecified)	6%	-1.2	-0.15	-0.47	0.8	-1.5%	4.2	3.2	8.1	0.1	1548	0.4%	3%	i	4	0.7	1397
COc1ccc(C(=O)NCC(C)C)c(OC)c1	7%	0.18	-0.21	-0.26	-0.69	0.3%	3.6	1.6	7.5	-0.06	1134	7.1%	3%	i	6	5.1	1078
O=C(NCc1cccs1)C1CCCN(S(=O)(=O)c2ccc(Br)s2)C1 (stereo unspecified)	19%	3.2	-0.056	1.8	-1.6	-2.7%	1.9	1.3	7.8	0.3	1142	0.1%	6%	i	-1	-1.2	1178
Cc1ccc(CSCC(=O)NCc2ccc3c(c2)OCO3)cc1	0%	0.69	-0.22	0.23	0.34	nt	nt	nt	nt	-0.53	1375	1.0%	16%	nt	nt	1.0	1291
CC/C=C/C(=O)N1CC2(CC(c3cccc(NC(=O)CC(c4ccccc4)c4ccccc4)c3)=NO2)C[C@@H]1C(N)=O (stereo partly specified)	8%	-0.068	-0.84	0.012	0.53	nt	nt	nt	nt	-0.05	908	2.1%	3%	nt	nt	-2.2	1133
COCC(=O)OCC(=O)Nc1cc(C(C)(C)C)nn1-c1ccccc1	8%	-0.66	-0.2	-0.13	0.18	-2.6%	2.0	1.6	4.1	0.88	877	0.3%	-5%	i	9	1.7	1094
C=CCn1c(CCn2c3ccccc3c3ccccc32)n[nH]c1=S	6%	-0.94	-0.31	-0.7	1.7	-2.2%	1.5	3.2	5.3	0.06	1026	9.6%	-10%	i	10	-0.5	1030
N/C(=N\OC(=O)Oc1ccccc1)c1cccc([N+](=O)[O-])c1	-2%	-0.057	-0.3	-0.5	-0.0054	-6.6%	2.3	2.2	4.2	1.2	1198	1.1%[50 µM]	8%	i	-3	-0.1	525
CC(=O)Nc1ccc(-c2csc(NC(=O)CCCc3cccs3)n2)cc1	-3%	0.36	-0.23	-0.15	-0.076	-4.1%	3.3	2.3	7.7	0.01	1210	0.1%	-3%	i	-3	nt	nt
CN1CCN(S(=O)(=O)c2ccc(N3CCN(C(c4ccccc4)c4ccccc4)CC3)nc2)CC1	2%	0.13	-0.25	0.063	0.8	-1.7%	2.2	1.3	3.9	0.54	1585	2.4%	5%	i	14	-3.3	1051
COc1ccc(CCNC(=O)C(C(=O)c2ccccc2)n2ccccc2=O)cc1OC (stereo unspecified)	3%	-0.89	-0.18	-0.42	0.29	-2.1%	4.0	3.1	2.9	1.2	1557	0.3%	3%	i	9	-2.0	1043
C=CCc1cc(Cl)ccc1OCCCNC(C)C	12%	-0.46	-0.21	-0.4	-0.012	16%	5.9	2.0	2.0	nt	nt	-1.0%	15%	i	6	-2.9	1004
COc1ccc(-n2nc(C#N)c(Cl)cc2=O)cc1	10%	-5.9*	0.85*	-2.9*	1.5*	0.0%	5.3	4.9	2.5	?	nt	nt	6%	i	14	6.1	908
O=C(CCN1C(=O)C2C3C=CC(C3)C2C1=O)NCCc1ccccc1Cl (stereo unspecified)	5%	-0.28	-0.19	0.43	-0.41	-2.7%	3.2	2.6	8.7	-1.5	1622	0.1%	10%	i	-1	0.3	873
c1c2c(cc3sc(N4CCOCC4)nc13)OCO2	-13%	-0.49	-0.21	-0.13	0.37	-3.0%	1.6	2.0	4.0	-0.22	1296	1.1%	-5%	i	-5	-0.2	1420
COc1ccc(S(=O)(=O)N2CN(CCc3ccc(OC)c(OC)c3)c3nc4ccccc4nc32)cc1	7%	-0.07	-0.26	0.034	0.57	2.3%	1.7	2.7	11	0.39	1488	5.4%	-10%	i	6	-4.8	1142
COc1cccc(/C=N/N2CCN(c3ccncc3S(=O)(=O)N3CCCCC3)CC2)c1	3%	-0.98	-0.24	-0.81	0.92	-2.9%	1.9	4.4	3.0	-0.25	1289	3.6%	-4%	i	5	nt	nt
S=C(Nc1ccccc1)N1CCn2cccc2C1c1cccnc1 (stereo unspecified)	2%	-1.3	-0.2	-0.85	0.32	2.8%	5.9	2.6	12	-0.01	1364	0.2%	-8%	i	12	-1.5	1165
Cc1nnc(NC(=O)CSc2nnc(-c3ccoc3C)n2CC(C)C)s1	5%	-0.35	-0.2	0.3	-0.099	-0.8%	4.2	2.5	12	0.67	1073	2.8%	17%	i	1	-2.9	865
CO/N=C\CC(=O)Nc1ccc(Oc2ccccc2)cc1	5%	-1.1	0.16	-0.13	1	-1.6%	27*	50*	71*	0.22	912	-2.2%	-1%	i	54	165*	478*

An excerpt from above, showing only MT stabilize HCS, K1F lysis inhibition and Dynein cargo inh nuclear GR-EGFP.
SMILES | MT stabilize HCS | K1F lysis inhibition | Dynein cargo inh nuclear GR-EGFP
CC(=O)Nc1ccc(-c2csc(NC(=O)CCCc3cccs3)n2)cc1 | 3.3 | 0.1% | -0.15
CN1CCN(S(=O)(=O)c2ccc(N3CCN(C(c4ccccc4)c4ccccc4)CC3)nc2)CC1 | 2.2 | 2.4% | 0.063

Next compounds
SMILES	M1AAP inhibition	Dynein cargo inh	Dynein cargo inh cytoplasmic EGFP	Dynein cargo inh nuclear GR-EGFP	Dynein cargo inh cell count	ER stress rescue	MT stabilize HCS	MT stabilize HCS Hoechst-high %	MT stabilize HCS cytotoxicity %	Ins promoter up	Ins promoter up cell count	K1F lysis inhibition	M17LAP inhibition	Autophagy mod	Autophagy mod cell loss 18 h	b-catenin transl	b-catenin transl cell count 5 µM
CC1(C(=O)NC(=S)N(Cc2ccccc2)c2ccccn2)CC1(Cl)Cl (stereo unspecified)	0%	-0.66	-0.25	-0.52	-0.062	-8.8%	3.7	2.8	3.7	0.12	1095	-1.0%	10%	i	5	3.5	445
O=C(Nc1cccc(F)c1)c1sc(Cl)nc1-c1ccccc1	0%	-0.61	-0.22	-0.46	0.49	0.1%	1.6	3.1	4.6	0.42	1306	0.9%[50 µM]	-11%	i	-8	-0.5	940
COc1ccc(S(=O)(=O)NCc2ccncc2)cc1OC	-1%	0.15	-0.17	0.35	0.092	1.0%	2.4	2.9	6.7	-3.4	970	0.3%	-5%	i	6	1.6	892
Nc1nc(N)c(N=Nc2ccc(Cl)cc2)c(=O)[nH]1	18%	-0.45	-0.25	0.11	0.1	-1.1%	3.1	2.3	7.8	0.1	1278	0.2%	6%	i	4	-2.4	1179
COc1ccc(/C=N/N2CCOCC2)cc1OCc1ccccc1	-6%	-0.33	-0.28	0.13	-0.14	-12%	5.8	2.8	4.6	0.96	1275	-0.2%	-1%	i	-7	-1.1	1101
Cc1cc(/C=N/n2cnnc2)c(C)n1-c1ccccc1	1%	-0.42	-0.26	0.024	0.37	1.4%	8.8	5.9	16	0.22	875	0.2%	8%	i	-3	6.5	773
O=C(/C=C/c1ccc(F)cc1)NC(=S)NC1CCCCC1	4%	0.58	-0.19	0.91	-0.97	nt	nt	nt	nt	1	922	-1.2%	-4%	nt	nt	-0.2	1305
CCOCCCNC(=O)CN(Cc1ccc(Cl)cc1)S(C)(=O)=O	-1%	-0.93	-0.14	-0.63	0.36	-1.0%	2.7	1.3	1.9	-0.49	1205	0.4%	-2%	i	-4	nt	nt
CC(O)c1cccc(NC(=O)Cc2cccc3ccccc23)c1 (stereo unspecified)	12%	-0.47	-0.28	0.046	0.24	-0.9%	2.9	2.0	9.8	nt	nt	nt	15%	i	-17	-0.2	956
CCC(=O)N1CC2(CC(c3cccc(NC(=O)CC(c4ccccc4)c4ccccc4)c3)=NO2)C[C@H]1C(N)=O (stereo partly specified)	9%	-0.26	-0.79	-0.18	0.5	nt	nt	nt	nt	-0.11	936	0.5%	-2%	nt	nt	2.1	1153
C/C(=C\C(=S)Nc1ccccc1)Nc1ccccc1	4%	0.86	-0.21	0.6	-1.3	-2.9%	1.6	1.7	6.3	0.6	1453	-0.8%	8%	i	4	1.2	1082
CCOC(=O)c1sc(=NC(=O)c2ccc(OC)c(OC)c2)n(C)c1C	10%	0.92	0.53	-0.29	-0.19	-2.4%	3.3	2.4	12	-1.3	970	0.4%	-10%	i	4	-4.6	866
COc1ccc(C(=O)Nc2cc(C(F)(F)F)ccc2-n2cnc3ccccc32)cc1	9%	-0.8	-0.21	-0.61	-0.07	-2.6%	3.2	2.5	5.6	-0.66	1363	0.4%	1%	i	9	1.6	1017
